Source: PubChem BioAssay (several laboratories)
OX1R antag-1: antagonists of human orexin 1 receptor (OX1R). O43613. OX1R-expressing cells, FRET antagonist read-out. inhibition, % at 6.6 µM. 1.8% of 330,000 active. AID 485270; in the data active = inhibition mostly above about 38%, no sharp cut-off; inactive = mostly below about 40%;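 note: 0% = agonist challenge alone and 100% = reference antagonist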
STK33 inh: blocks human STK33 kinase activity | inhibition, % at 10 µM | purified STK33, MBP phosphorylation, ADP-Glo luminescence | Q9BYT3 | 0.073% of 320,000 active | AID 2661;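 active = inhibition at or above 25%, using the most active replicate where run in duplicate; inactive = inhibition below 25%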
Target sequence (Q9BYT3 whole entry, looked up): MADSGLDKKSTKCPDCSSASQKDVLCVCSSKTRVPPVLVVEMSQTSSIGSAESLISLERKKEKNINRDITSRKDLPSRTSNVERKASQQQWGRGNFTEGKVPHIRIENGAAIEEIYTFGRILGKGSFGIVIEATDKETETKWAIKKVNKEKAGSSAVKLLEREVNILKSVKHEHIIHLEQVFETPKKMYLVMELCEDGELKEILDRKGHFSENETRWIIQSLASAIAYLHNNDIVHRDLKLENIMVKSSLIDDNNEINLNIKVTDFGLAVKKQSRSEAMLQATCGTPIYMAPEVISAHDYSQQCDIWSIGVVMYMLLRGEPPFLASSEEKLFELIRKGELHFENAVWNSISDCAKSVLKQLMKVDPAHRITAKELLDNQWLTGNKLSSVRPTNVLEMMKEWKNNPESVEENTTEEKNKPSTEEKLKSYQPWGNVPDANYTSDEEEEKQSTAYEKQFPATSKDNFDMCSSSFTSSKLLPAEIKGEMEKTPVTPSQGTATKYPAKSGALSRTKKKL
OX1R antag-2: antagonists of human orexin 1 receptor. CHO/OX1R cells, Fluo-8 calcium fluorescence, orexin A. inhibition, % at 5 µM. 0.43% of 330,000 active. AID 434989;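 active = inhibition above its plate's threshold, mean inhibition of all tested compounds on the plate plus 3 SD, cut at about 37% in these data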;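 note: 0% = orexin A challenge wells and 100% = SB-334867-A antagonist wells; not every result past the cut was called active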
Active calls of the source: *; · = no result given.

SMILES	OX1R antag-1	STK33 inh	OX1R antag-2
O=C(C1=NN[C@@H]2C(=O)N(Cc3ccccc3)C(=O)[C@H]12)c1ccc(F)cc1	17	1.5	-10
CCOC(=O)c1c(C)[nH]c(C)c1C(=O)COC(=O)c1cc2ccccc2cc1OC	44	-0.4	7
CCC(C)[C@H](NC(=O)NCCCn1ccnc1)C(=O)OC (stereo not given in full)	18	-0.3	-18
O=C(COC(=O)c1nc(Cl)ccc1Cl)Nc1ccc(Cl)cn1	2	-0.4	-4
COc1ccc(-c2[nH]ncc2CN2CCC(O)(c3ccc(Cl)cc3)CC2)cc1	7	0.3	-16
C/C(=N\Nc1nc(-c2cc(C)ccc2C)cs1)c1cc2c(ccc3ccccc32)oc1=O	7	1.2	-13
COc1cc(OC)c2c(C)cc(=O)oc2c1C(CCN1CCN(c2ccccc2)CC1)c1ccc2c(c1)OCO2 (stereo not given)	29	-0.9	-2
N#Cc1nc(-c2cccc(Cl)c2)oc1NCc1cccnc1	10	-0.5	-13
Cc1ccc(OCc2nnc(NC(=O)OCC(C)C)s2)cc1	22	-0.4	-11
C=CCN=C1NN=C(c2ccc3c(c2)OCCO3)CS1	8	-0.4	-15
O=C1NC(=O)/C(=C/c2ccccc2Oc2ccc(Cl)cc2)S1	42	0.6	1
FC(F)(F)c1nnc2c(Sc3ccc(Cl)cc3)nc3ccccc3n12	5	0.0	-8
Cc1cccc(C(=O)NCC(=O)NC2CCN(Cc3ccccc3)CC2)c1	0	-1.0	-21
O=C(N/N=C/c1cccc(OCc2ccccc2)c1)c1ccc(Br)cc1	15	-1.4	-14
O=S(=O)(c1ccc(Cl)cc1)N1CCc2ccccc21	41	-1.4	-17
CCN(CC)S(=O)(=O)c1cccc(NC(=O)CCNC(=O)c2ccc([N+](=O)[O-])cc2)c1	15	-0.1	-26
COCc1c(C(=O)NCCc2ccc(OC(F)F)cc2)oc2ccccc12	10	-1.5	-10
CCOc1ccc(NS(=O)(=O)c2ccc3[nH]cc(C(=O)NCC4CCCO4)c(=O)c3c2)cc1 (stereo not given)	17	3.6	-16
CN1CCN(c2ccncc2S(=O)(=O)N2CCCCC2)CC1	5	0.2	6
Cc1ccc(S(=O)(=O)Nc2cc3c4c(c2)C(C)C(=O)N4CCC3)cc1 (stereo not given)	17	-0.1	-22

Looked up by structure from the entries so far (4):
SMILES	OX1R antag-1	STK33 inh	OX1R antag-2
COc1cc(OC)c2c(C)cc(=O)oc2c1C(CCN1CCN(c2ccccc2)CC1)c1ccc2c(c1)OCO2 (stereo not given)	29	-0.9	-2
O=S(=O)(c1ccc(Cl)cc1)N1CCc2ccccc21	41	-1.4	-17
CCC(C)[C@H](NC(=O)NCCCn1ccnc1)C(=O)OC (stereo not given in full)	18	-0.3	-18
CN1CCN(c2ccncc2S(=O)(=O)N2CCCCC2)CC1	5	0.2	6

Other structures follow.
SMILES	OX1R antag-1	STK33 inh	OX1R antag-2
NS(=O)(=O)c1ccc(NC(=O)COC(=O)Cn2cnc3ccccc3c2=O)cc1	19	-2.0	-7
COC(=O)C[C@H](NC(=O)Cn1cnc(C(=O)Nc2ccc(C)c(C)c2)n1)C(=O)OC	4	·	-12
CCOC(=O)C1=C(C)Nc2nc3ccccc3n2C1c1ccc(O)cc1 (stereo not given)	-1	-0.6	-20
Nc1nc(SCC(=O)N2CCN(c3ccc(F)cc3)CC2)n[nH]1	-3	-2.0	-8
Cc1cc(C)nc(NS(=O)(=O)c2ccc(NC(=O)Cc3ccccc3F)cc2)n1	7	-0.3	-17
Cc1ccc(C)c(S(=O)(=O)N2CCN(C(=O)[C@@H]3CCCN3C(=O)c3cccs3)CC2)c1	-2	-0.5	-23
C=CCn1c(Cc2c[nH]c3ccccc23)nnc1SCC(=O)NCc1ccccc1	17	-3.9	-27
CCC1(c2ccc(F)cc2)NC(=O)N(CC(=O)NCc2ccc(C)cc2)C1=O (stereo not given)	3	-1.0	-21
CCNC(=O)Cn1cc(C#N)c2ccccc21	10	-0.8	-3
COc1ccc(S(=O)(=O)N2CCOCC2)cc1NC(=O)Cc1ccsc1	7	0.0	-26
N=C(N)SCCc1cnc[nH]1	17	-0.4	3
CCN(CC)c1nc(-c2ccccc2)nc2ccccc12	15	0.7	-36
C/C(=N\NS(=O)(=O)c1ccc([N+](=O)[O-])cc1)c1cccs1	26	3.6	-5
Cc1nc2c(C(=O)NCc3ccccc3)c[nH]n2c(=O)c1Cl	8	0.9	3
COc1ccc(NC(=O)c2sccc2OS(=O)(=O)N(C)C)cc1	9	0.0	-16
O=C(/C=C/c1ccccc1)NCC(=O)N/N=C\c1cccnc1	8	-0.5	-8
CN(C)CCN(C(=O)CN1C(=O)c2ccccc2C1=O)c1nc2cc3c(cc2s1)OCO3	18	-0.9	-22
CCOc1ccc(Nc2cc(C)nc3nc(C)nn23)cc1	13	-1.7	7
COc1cc(C)ccc1OCC(=O)Nc1ccccc1N1CCOCC1	5	0.2	-43
O=c1oc(-c2cccs2)nc2ccc(Br)cc12	16	1.3	10
O=C1c2ccccc2NC(c2ccc(-c3ccc(Br)cc3)o2)N1O (stereo not given)	2	-1.1	-17
COc1ccc(CCNC(=O)C2CCN(S(=O)(=O)c3cc(OC)ccc3OC)CC2)cc1	11	-0.5	-8
Cc1cc2nc(-c3cccnc3SCC(=O)NCc3ccco3)[nH]c2cc1C	14	3.6	26
Fc1ccccc1-c1nc2ccccc2[nH]1	16	0.1	-27
CCN(CC)c1ccc(S(=O)(=O)N2CCCCC2)cc1NC(=O)C1CSC2(C)CCC(=O)N12 (stereo not given)	9	-0.9	-25
O=C(c1ccc(N2CCCC2=O)cc1)N1CCN(c2ccc(Cl)cc2)CC1	11	-0.6	-9
O=C(O)CCn1c(SCCc2ccccc2)nc2ccccc21	14	0.6	-14
CN(C)/C=N/c1cc(=O)n(Cc2ccccc2)c(=O)n1C	5	-0.6	-9
CC1C/C(=C/c2ccccn2)C(=O)/C(=C/c2ccccn2)C1 (stereo not given)	2	1.1	-28
O=C(CN1CCC(n2nnc3cc(C(F)(F)F)ccc32)CC1)NCc1cccs1	16	0.1	-43
CN(C)CCCOc1cccc(Cl)c1	9	0.4	5
Cc1ccc(NC(=O)c2c(C(=O)Nc3ccccc3)sc3nc(C)cc(=O)n23)cc1	9	-0.2	-22
Cn1c(=O)n(C)c2cc(NC(=O)c3ccc(F)cc3)c(Br)cc21	8	-0.4	-16
CC(=O)Nc1cccc(NC(=O)CSc2nccn2Cc2ccccc2)c1	2	0.4	0
O=C(c1ccccc1[N+](=O)[O-])N1CC2C3C=CC(C3)C2C1 (stereo not given)	14	-1.5	-13
O=C(NCc1ccco1)/C(=C\C=C\c1ccccc1)NC(=O)c1ccccc1Br	16	1.1	-31
CCC(=O)Nc1cccc(-c2cnc3ccccc3n2)c1	17	6.4	-12
COC(=O)C1C(=O)C2=C(CC1C)Nc1ccccc1NC2c1ccc(C)s1 (stereo not given)	4	-1.1	-17
Cc1cc([N+](=O)[O-])nn1CCCC(=O)Nc1cc(Oc2ccccc2)cc([N+](=O)[O-])c1	5	0.0	-14
CC1Cc2ccccc2N1C(=O)c1cnsn1 (stereo not given)	8	-2.1	-3
COc1ccc2c(c1)OC[C@H]1[C@H]2N2C(=O)CNC(=O)[C@@]2(C)[C@H]1c1ccccc1	8	-0.8	9
Cc1ccc(S(=O)(=O)N2CCC(C(=O)NCCCn3ccnc3)CC2)cc1	6	-2.7	-6
O=C(NNC(=O)C12CC3CC(CC(Cl)(C3)C1)C2)c1csc(N2CCOCC2)n1	5	0.4	-12
CC1(C)CC(C)(O)P(=O)(c2ccccc2)O1 (stereo not given)	10	-1.8	-11
CC(C)C[C@H](NC(=O)NC(C)C)C(=O)O	5	-1.5	-1
COc1ccc(N2CCN(C(=O)COC(=O)c3c(-c4ccccc4)noc3C)CC2)cc1	5	0.8	-30
Cc1nc2c(cnn2-c2ccccc2Cl)c(=O)n1-c1ccc(C(C)C)cc1	8	-0.8	-28
C=CCn1c(C)cc(-c2csc(N)n2)c1C	9	-0.5	-4
CCS(=O)(=O)N1CCN(C(=O)c2ccccc2)CC1	3	-1.5	12
COc1ccc(-c2cc(=O)c3cc(O)ccc3o2)cc1	19	0.0	-1
Other compounds:
SMILES	OX1R antag-1	STK33 inh	OX1R antag-2
CCOC(=O)c1ccc(CSc2nnc(C)n2N)o1	32	-1.0	1
COc1ccc(N=C(C)c2sc3ccccc3c2O)cc1	10	-1.4	-7
COc1ccc(S(=O)(=O)N(C)CC(=O)Nc2ccccc2C(F)(F)F)cc1Cl	21	-1.6	-28
Cc1cccc(C(CC(=O)O)n2cccc2)c1 (stereo not given)	0	-1.1	-12
c1cc2c3c(cccc3c1)C(N1CCCCC1)=N2	68	-0.1	-16
O=C(Nc1cccc(-c2cnc3ccccc3n2)c1)c1ccccc1	15	-0.6	-17
Brc1ccc(NC(c2ccccc2)c2ccncc2)cc1 (stereo not given)	15	1.1	0
Cc1ccccc1CNC(=O)COc1ccccc1	0	-0.5	-7
COc1cccc(-c2noc(C3CCCN(C(=O)CC(C)(C)C)C3)n2)c1 (stereo not given)	6	-0.5	-21
CCCc1nc(SCC(=O)N2CCCc3ccccc32)c2c(=O)n(C)c(=O)n(C)c2n1	8	-0.8	-24
CC(=O)Nc1cc[n+](CC(=O)c2cccc([N+](=O)[O-])c2)cc1	28	-0.8	3
CC(=O)Nc1ccc(S(=O)(=O)Nc2cccc(-c3csc(C)n3)c2)cc1	42	0.0	-1
CC(C)(C)NC(=S)N/N=C/c1c(Cl)cccc1Cl	6	-1.9	-23
CCn1c(SCC(=O)Nc2cc(OC)ccc2OC)nc2c(c1=O)SCC2	11	0.9	-32

Entries shown so far with an aryl methoxy group:
SMILES	OX1R antag-1	STK33 inh	OX1R antag-2
CCOC(=O)c1c(C)[nH]c(C)c1C(=O)COC(=O)c1cc2ccccc2cc1OC	44	-0.4	7
COc1ccc(-c2[nH]ncc2CN2CCC(O)(c3ccc(Cl)cc3)CC2)cc1	7	0.3	-16
COc1cc(OC)c2c(C)cc(=O)oc2c1C(CCN1CCN(c2ccccc2)CC1)c1ccc2c(c1)OCO2 (stereo not given)	29	-0.9	-2
COc1ccc(S(=O)(=O)N2CCOCC2)cc1NC(=O)Cc1ccsc1	7	0.0	-26
COc1ccc(NC(=O)c2sccc2OS(=O)(=O)N(C)C)cc1	9	0.0	-16
COc1cc(C)ccc1OCC(=O)Nc1ccccc1N1CCOCC1	5	0.2	-43
COc1ccc(CCNC(=O)C2CCN(S(=O)(=O)c3cc(OC)ccc3OC)CC2)cc1	11	-0.5	-8
COc1ccc2c(c1)OC[C@H]1[C@H]2N2C(=O)CNC(=O)[C@@]2(C)[C@H]1c1ccccc1	8	-0.8	9
COc1ccc(N2CCN(C(=O)COC(=O)c3c(-c4ccccc4)noc3C)CC2)cc1	5	0.8	-30
COc1ccc(-c2cc(=O)c3cc(O)ccc3o2)cc1	19	0.0	-1
COc1ccc(N=C(C)c2sc3ccccc3c2O)cc1	10	-1.4	-7
COc1ccc(S(=O)(=O)N(C)CC(=O)Nc2ccccc2C(F)(F)F)cc1Cl	21	-1.6	-28
COc1cccc(-c2noc(C3CCCN(C(=O)CC(C)(C)C)C3)n2)c1 (stereo not given)	6	-0.5	-21
CCn1c(SCC(=O)Nc2cc(OC)ccc2OC)nc2c(c1=O)SCC2	11	0.9	-32
